Assay outcomes (PubChem BioAssay)
CRFBP-R2 block – antagonists of CRF-BP/CRF-R2 complex, primary screen, cell-based, HEK293, calcium dye fluorescence, uHTS; CRF-induced calcium fluorescence; inhibition, % at 11.8 µM; hit rate 0.59% among 350,000; AID 588475, 2011;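 active means inhibition of the ligand-induced calcium signal above about 50% at the single tested concentration, limit read from the data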
M4 PAM – human M4 muscarinic receptor positive allosteric modulators, primary screen, CHO-K1 cells, Fluo-8 calcium fluorescence | hit rate 0.4% among 360,000 | CHO-K1 hM4/Gqi5, ACh EC20; 0% = ACh EC20, 100% = maximal ACh | activation, % at 3 µM;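 active means activation above its plate's cutoff, the mean activation of sample wells plus 3 SD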; further: some results filed as inactive read as strong as hits
CRFR2-BP ag – agonists of CRF-BP/CRF-R2 complex, primary screen, cell-based, HEK293, calcium dye fluorescence, uHTS; hit rate 0.46% among 350,000; calcium dye fluorescence (FLIPR); percent of saturating CRF peptide response; activation, % at 13.2 µM; CRF-binding protein / CRF receptor 2 complex (human);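 active means activation of at least 50%, plus an integration ratio under a set limit after plate pattern correction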;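 further: plate controls were neutral control wells without compound for no effect and CRF at EC100 for full effect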
IDE inh – human IDE inhibitors in live cells, primary screen, fluorescence polarization, HEK cells, FAbetaB substrate | inhibition, % at 5.59 µM | hit rate 0.41% among 320,000 | FAbetaB cleavage;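 active means percent inhibition above the average of all tested compounds plus 3 SD, set per screening campaign, cut at about 16% in these data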;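 further: IDE supplied by intact live HEK cells; FP after avidin binding of uncleaved biotin substrate so inhibition keeps polarization high; 0% = DMSO wells and 100% = 60 µM reference IDE inhibitor Ii1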
Target sequence (P14735 whole entry, looked up): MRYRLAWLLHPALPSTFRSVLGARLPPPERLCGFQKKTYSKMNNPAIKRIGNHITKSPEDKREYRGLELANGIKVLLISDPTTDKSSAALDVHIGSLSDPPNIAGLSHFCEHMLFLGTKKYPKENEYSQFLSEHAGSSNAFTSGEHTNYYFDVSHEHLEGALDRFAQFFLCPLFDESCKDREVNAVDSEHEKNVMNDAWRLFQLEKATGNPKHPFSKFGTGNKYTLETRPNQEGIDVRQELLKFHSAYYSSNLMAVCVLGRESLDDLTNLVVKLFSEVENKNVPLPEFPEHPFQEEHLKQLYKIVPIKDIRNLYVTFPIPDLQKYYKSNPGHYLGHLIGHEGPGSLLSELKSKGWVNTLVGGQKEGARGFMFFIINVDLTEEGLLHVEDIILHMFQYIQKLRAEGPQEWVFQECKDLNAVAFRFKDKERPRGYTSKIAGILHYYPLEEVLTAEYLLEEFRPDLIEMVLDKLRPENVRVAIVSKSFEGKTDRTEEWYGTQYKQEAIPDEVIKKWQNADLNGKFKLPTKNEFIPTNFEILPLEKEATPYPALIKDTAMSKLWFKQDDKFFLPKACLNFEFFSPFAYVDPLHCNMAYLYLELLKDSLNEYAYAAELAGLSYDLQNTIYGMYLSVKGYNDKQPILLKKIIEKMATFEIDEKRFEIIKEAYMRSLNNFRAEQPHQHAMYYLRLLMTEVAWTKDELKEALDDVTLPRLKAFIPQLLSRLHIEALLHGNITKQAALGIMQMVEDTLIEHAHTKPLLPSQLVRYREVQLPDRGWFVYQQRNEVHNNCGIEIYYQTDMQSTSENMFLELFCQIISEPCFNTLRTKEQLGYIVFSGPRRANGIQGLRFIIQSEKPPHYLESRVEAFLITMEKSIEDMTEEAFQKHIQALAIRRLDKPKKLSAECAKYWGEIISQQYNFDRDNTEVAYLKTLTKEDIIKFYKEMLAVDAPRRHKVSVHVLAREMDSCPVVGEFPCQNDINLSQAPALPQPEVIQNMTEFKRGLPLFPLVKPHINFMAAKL
CHRM4 antagonist – human M4 muscarinic receptor antagonists, primary screen, CHO cells, Fluo-8 calcium fluorescence | hit rate 0.73% among 360,000 | Muscarinic acetylcholine receptor M4 (Homo sapiens), P08173 | inhibition, % at 3 µM | CHO-hM4 cells, ACh EC80;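 active means inhibition above its plate's cutoff, the mean inhibition of sample wells plus 3 SD, cut at about 27% in these data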;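 further: 0% = acetylcholine EC80 with DMSO and 100% = DMSO without agonist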
CHRM5 agonist – human M5 muscarinic receptor agonists, primary screen, CHO-K1 cells, Fluo-8 calcium fluorescence; CHO-K1 hM5 cells; 0% DMSO wells, 100% maximal acetylcholine response; activation, % at 3 µM; hit rate 0.19% among 360,000; AID 624037, 2012;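 active means activation above the run's mean over test compounds plus 3 SD, cut at about 23% in these data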;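 further: signal is peak over basal fluorescence ratio across the kinetic read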
M4 ag – human M4 muscarinic receptor agonists, primary screen, CHO-K1 cells, Fluo-8 calcium fluorescence; CHO-K1 hM4/Gqi5; vehicle 0%, full acetylcholine response 100%; activation, % at 3 µM; hit rate 0.14% among 360,000; AID 624127, 2012;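 active means activation above the run mean over all test wells plus 3 SD, cut at about 32% in these data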;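 further: peak over basal fluorescence ratio per well then scaled between controls; 0% = DMSO wells and 100% = acetylcholine at EC100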
M5 PAM – human M5 muscarinic receptor positive allosteric modulators, primary screen, CHO-K1 cells, Fluo-8 calcium fluorescence. activation, % at 3 µM. AID 624038, 2012. CHO-K1 hM5, ACh EC20 PAM; 0% = ACh EC20, 100% = ACh EC100. hit rate 0.3% among 360,000. Muscarinic acetylcholine receptor M5 (Homo sapiens), P08912;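 active means activation above the run cutoff, the mean activation of all test compounds plus 3 SD, cut at about 18% in these data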
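Measured by: Fluo-8 calcium fluorescence; material: human M5 receptor in CHO-K1 cells; schedule: Post-acetylcholine fluorescence recording 140 s; benchmarks: low control EC20 acetylcholine (0%), high control EC100 acetylcholine (100%); read-out: Max/basal fluorescence ratio as % of EC20–EC100 ACh window; compound: single dose, 3 µM nominal final test concentration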
CHRM5 antagonist – human M5 muscarinic receptor antagonists, primary screen, CHO cells, Fluo-8 calcium fluorescence; Muscarinic acetylcholine receptor M5 (Homo sapiens), P08912; CHO-hM5 cells, ACh EC80; inhibition, % at 3 µM; hit rate 0.59% among 360,000; AID 624040, 2012;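 active means inhibition above a per-plate cutoff, the mean of that plate's test compounds plus 3 SD, cut at about 27% in these data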;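 further: 0% = acetylcholine EC80 with DMSO and 100% = DMSO without agonist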
* = called active by the depositor; / = no result given.

(1) C(#CC1CCCCC1)c1ccc2c(c1)COc1c3ccccc3nn1-2
(2) Cc1nc(CNC(=O)CC2C(=O)NCCN2Cc2ccoc2)nc2c1CCCC2 (configuration not stated)
(3) COCCCNC(=O)c1ccc(OC)c(OC2CCN(C(C)C)CC2)c1
(4) Cc1ccc(NC(=O)CSc2nccn(-c3ccc4c(c3)OCCO4)c2=O)cc1
(5) CC(C)N1CCC(=NNC(=O)c2ccc(Br)o2)CC1
(6) COc1ccc(CC(=O)Nc2cccc(-c3nnc(-c4ccco4)o3)c2)cc1
(7) CC1=C(C(=O)OCc2ccccc2)C(c2ccccc2Br)NC(=O)N1 (configuration not stated)
(8) O=C(NCCCn1ccnc1)c1ccc(S(=O)(=O)N2CCCCCC2)cc1
Screen / compound no.	1	2	3	4	5	6	7	8
CRFBP-R2 block	-13	6	4	-6	-7	21	-23	6
M4 PAM	3	-5	-13	5	-5	-10	5	-8
CRFR2-BP ag	1.8	-0.2	-0.5	-0.1	0.9	-1.0	-2.8	-1.9
IDE inh	-2	2	8	6	0	2	6	1
CHRM4 antagonist	1	-2	18	0	1	7	-18	6
CHRM5 agonist	7	1	-4	-3	-5	-2	-13	-5
M4 ag	1	0	0	0	7	8	1	1
M5 PAM	8	0	4	0	-26	-13	7	-6
CHRM5 antagonist	-7	1	10	8	14	10	15	4

(9) O=C(NC(=S)Nc1c(F)cc(F)cc1Br)c1ccc2c(c1)OCCO2
(10) CC1=C(C(=O)OC(C)C)C(c2ccc(F)cc2)NC(=O)N1 (configuration not stated)
(11) Cc1cc(C(=O)O)ccc1-n1c(C)cc(/C=C(/C#N)C(=O)Nc2ccccc2)c1C
(12) O=C(Nc1ccc([N+](=O)[O-])cc1Br)c1cccnc1
(13) Cc1ccccc1CN1CCN(C(=O)c2ccc(S(=O)(=O)NCc3ccco3)cc2)CC1
(14) COc1ccc(S(=O)(=O)Nc2cc(C(=O)NCCCOC(C)C)ccc2N2CCOCC2)cc1
(15) Cc1ccc(S(=O)(=O)Nc2cccc(C(=O)NCCCN3CCCC3=O)c2)cc1F
(16) CC1CN(c2nc3ccccc3nc2C(C#N)C(=O)NCc2ccc3c(c2)OCO3)CC(C)O1 (configuration not stated)
Screen / compound no.	9	10	11	12	13	14	15	16
CRFBP-R2 block	-21	-21	-4	5	-9	12	4	-7
M4 PAM	-15	28	6	-5	-3	2	11	4
CRFR2-BP ag	1.6	-0.1	-0.3	0.2	9.7	0.9	-1.1	6.2
IDE inh	7	-2	1	-6	-7	-2	-2	0
CHRM4 antagonist	-12	15	-5	6	-1	-2	-24	-4
CHRM5 agonist	-12	1	-3	-1	1	-5	1	6
M4 ag	2	-1	12	0	8	2	2	2
M5 PAM	5	5	-4	-4	-7	-7	-4	2
CHRM5 antagonist	-7	-3	10	10	11	10	0	-1

(17) COC(=O)c1c(C)nn(-c2ccccc2)c1N
(18) CCOC(=O)N1CCC(NC(=O)c2cc(C(=O)Nc3cccc(OC)c3)ccc2CO)CC1
(19) COc1cccc(NC(=O)N2CCC(C(=O)Nc3ccc(C)cc3C)CC2)c1
(20) O=C(c1nc2ccc(Cl)cn2c1CN1CCC[C@H]1CO)N1CCc2ccccc2C1
(21) CN(Cc1c(C(=O)N/N=C/c2ccccc2)nnn1-c1nonc1N)C1CCCCC1
(22) C=C(C)CNC(=S)N1CCNC(=O)C1CC(=O)OC (configuration not stated)
(23) Cc1ccc(C(CNS(=O)(=O)c2ccc(F)cc2C)N2CCN(C)CC2)cc1 (configuration not stated)
(24) COc1ccc(-c2cc(C(=O)NNC3=NCCC3)c3c(C)nn(-c4ccccc4)c3n2)cc1
Screen / compound no.	17	18	19	20	21	22	23	24
CRFBP-R2 block	9	13	-9	-1	-2	-1	-13	13
M4 PAM	2	-5	12	-2	7	0	5	11
CRFR2-BP ag	-0.4	1.5	0.1	4.2	3.2	-1.5	1.4	0.6
IDE inh	5	5	7	/	2	2	1	2
CHRM4 antagonist	-4	-10	9	-22	-7	8	-6	-6
CHRM5 agonist	0	-7	1	3	-5	-1	-5	-6
M4 ag	1	1	-1	1	2	0	4	3
M5 PAM	3	5	0	4	2	0	4	2
CHRM5 antagonist	1	0	-4	-12	4	-8	2	6

Along the list, as entered above:
Compounds 18 to 21 in M4 ag: 1, -1, 1, 2

The results go on.
(25) Cc1ccc(CCc2nnc(SCC(=O)Nc3cccc(Cl)c3)n2-c2ccccc2)o1
(26) Oc1ccc(Br)cc1-c1cc(-c2ccccc2F)[nH]n1
(27) COCCNc1ncnc2c1ncn2[C@H]1CN(Cc2ccncc2)C[C@@H](CO)O1
(28) CCOC(=O)NC(Nc1nnc(SCC)s1)(C(F)(F)F)C(F)(F)F
(29) Cc1ccc(S(=O)(=O)N/N=C/c2cc(Br)c(C)o2)cc1
(30) Cc1cccc(C)c1NC(=O)c1ccc(-c2ccc(Cl)cc2Cl)o1
(31) COc1cc(OC)cc(C(=O)Nc2cccc(N3CCCC3)c2)c1
(32) O=C(N1CCOCC1)n1nnc2ccccc21
Screen / compound no.	25	26	27	28	29	30	31	32
CRFBP-R2 block	26	-23	/	24	9	24	12	-3
M4 PAM	-6	4	9	5	-3	-2	-10	12
CRFR2-BP ag	-0.9	1.9	/	-2.2	-1.4	4.4	-0.3	-1.2
IDE inh	1	1	/	-4	4	2	-6	3
CHRM4 antagonist	4	0	-19	0	2	5	28*	-9
CHRM5 agonist	-3	2	0	-4	-3	-2	2	-2
M4 ag	0	1	1	0	-1	-2	1	0
M5 PAM	-7	-5	4	5	-1	5	2	1
CHRM5 antagonist	5	1	-5	2	-2	-1	-7	11

(33) COCC(=O)NC1CCCCCC1
(34) ClC(Cl)(Cl)c1nc(N/N=C/c2ccncc2)c2ccccc2n1
(35) COc1ccc(CN2CCN(C(=O)CC(C)C)CC2)c2ccccc12
(36) O=C(COc1ccc(Cl)cc1)Nc1c(-c2cccs2)nc2ccccn12
(37) Cc1nc2c(-c3ccc(F)cc3)c(C)nn2c(C)c1CCC(=O)Nc1ccccc1F
(38) CC(C)C[C@H](N)C(=O)N1CCC(C(=O)N[C@H](C(=O)NCc2ccc(F)cc2)C(C)C)CC1
(39) CCN1CCN(C(=O)c2cc(COc3ccc4ncccc4c3)on2)CC1
(40) Cc1oc(-c2ccccc2Cl)nc1CN(Cc1ccccn1)C[C@@H]1CCC(=O)N1
Screen / compound no.	33	34	35	36	37	38	39	40
CRFBP-R2 block	10	-22	3	-18	2	6	-7	10
M4 PAM	-10	-10	3	-3	1	6	0	-6
CRFR2-BP ag	0.4	0.6	-2.3	-1.3	2.5	-2.3	6.4	0.4
IDE inh	-1	9	-1	-9	4	-4	7	3
CHRM4 antagonist	2	-3	-6	-5	1	-18	8	3
CHRM5 agonist	0	3	-4	4	-2	1	8	-2
M4 ag	0	9	1	7	1	1	12	1
M5 PAM	-5	-5	42*	-7	5	-5	-13	-2
CHRM5 antagonist	13	-3	-6	1	-1	2	5	5

Gathered by group: the compounds so far containing a cyano group.
(11) Cc1cc(C(=O)O)ccc1-n1c(C)cc(/C=C(/C#N)C(=O)Nc2ccccc2)c1C
(16) CC1CN(c2nc3ccccc3nc2C(C#N)C(=O)NCc2ccc3c(c2)OCO3)CC(C)O1 (configuration not stated)
Screen / compound no.	11	16
CRFBP-R2 block	-4	-7
M4 PAM	6	4
CRFR2-BP ag	-0.3	6.2
IDE inh	1	0
CHRM4 antagonist	-5	-4
CHRM5 agonist	-3	6
M4 ag	12	2
M5 PAM	-4	2
CHRM5 antagonist	10	-1

(list continues)
(41) COc1ccc(C2N3CC4(C)CN2CC(C)(C3)C4O)cc1OC (configuration not stated)
(42) O=C(CCNC(=O)c1ccc(Cl)cc1)Nc1ccccc1N1CCCC1
(43) CCOC(=O)c1c(NC(=O)C2C3CCC(O3)C2C(=O)O)sc2c1CCCC2 (configuration not stated)
(44) COc1ccc(C(CNC(=O)c2cc(S(=O)(=O)N3CCCCC3)ccc2C)N2CCCC2)cc1 (configuration not stated)
(45) COc1ccccc1C(=O)Nc1ccncc1
(46) CCC(CC)C(=O)Nc1c2cnn(-c3ccccc3)c2nc(=O)n1-c1ccccc1
(47) COc1ccc(C2(C)NC(=O)N(CC(=O)c3cc(C)n(C4CC4)c3C)C2=O)cc1 (configuration not stated)
(48) COC(C(=O)N/N=C(\C)c1ccc(C)cc1)c1ccccc1 (configuration not stated)
Screen / compound no.	41	42	43	44	45	46	47	48
CRFBP-R2 block	1	5	-2	-18	9	-11	-52	-1
M4 PAM	8	-6	-7	3	6	9	1	-7
CRFR2-BP ag	-1.4	-3.8	0.5	-3.5	-0.8	-0.3	100*	-1.8
IDE inh	0	1	0	/	0	5	6	/
CHRM4 antagonist	6	11	4	-14	4	-2	2	19
CHRM5 agonist	-3	-1	6	-9	2	1	42*	0
M4 ag	0	3	15	1	-1	-1	35*	0
M5 PAM	9	-4	-6	-2	4	2	-7	5
CHRM5 antagonist	-9	8	11	3	0	-4	0	4

Arranged by formula weight (ascending): part of the list above.
(45) COc1ccccc1C(=O)Nc1ccncc1
(41) COc1ccc(C2N3CC4(C)CN2CC(C)(C3)C4O)cc1OC (configuration not stated)
(42) O=C(CCNC(=O)c1ccc(Cl)cc1)Nc1ccccc1N1CCCC1
Screen / compound no.	45	41	42
CRFBP-R2 block	9	1	5
M4 PAM	6	8	-6
CRFR2-BP ag	-0.8	-1.4	-3.8
IDE inh	0	0	1
CHRM4 antagonist	4	6	11
CHRM5 agonist	2	-3	-1
M4 ag	-1	0	3
M5 PAM	4	9	-4
CHRM5 antagonist	0	-9	8

The list goes on.
(49) Cc1ccc(S(=O)(=O)CCC(=O)OCC(=O)Nc2ncc(Cl)cc2Cl)cc1
(50) O=[N+]([O-])c1ccc(CC(Cl)c2ccccn2)cc1 (configuration not stated)
(51) COc1ccc(Nc2ccc(C(N)=O)cc2[N+](=O)[O-])cc1
(52) O=C1[C@H]2[C@@H](c3ccc(C(F)(F)F)cc3)N[C@]3(CCCN(Cc4ccc(C(F)(F)F)cc4)C3=O)[C@H]2C(=O)N1Cc1ccccc1
(53) Cn1nc(-c2ccccc2)c(-c2nc(-c3cccc(C(F)(F)F)c3)no2)c1Cl
(54) COc1cc2c(C(=O)N3CCN(c4ccccc4)CC3)c(C)oc2cc1Br
(55) CC1=C(C(=O)N(C)C)CC(CC(=O)NC2CCCC2)C(=O)N1CCC1=CCCCC1 (configuration not stated)
(56) O=C(CN1C(=O)NC2(CCCC2)C1=O)Nc1cccc(-c2nnc3n2CCCCC3)c1
Screen / compound no.	49	50	51	52	53	54	55	56
CRFBP-R2 block	-2	16	5	-14	17	-16	4	8
M4 PAM	12	-9	-3	0	1	6	1	-1
CRFR2-BP ag	-0.6	-4.5	-1.3	2.2	22	0.9	-1.1	-1.8
IDE inh	2	/	-4	/	5	-2	/	8
CHRM4 antagonist	0	3	3	-23	3	-1	-13	-11
CHRM5 agonist	-2	-7	-5	-1	-2	-2	0	-3
M4 ag	0	1	2	3	0	1	1	1
M5 PAM	2	-14	-6	-3	8	4	9	-4
CHRM5 antagonist	-4	9	6	5	2	0	-19	-5
